NS5 inhibitors = Dengue-2 NS5 methyltransferase inhibitors, primary screen, biochemical, confirmation dose response (AID 588689) | Genome polyprotein (Dengue virus type 2 (strain 16681-PDK53)) | Dengue-2 NS5 methyltransferase capping enzyme assay, biochemical; higher % means a stronger effect | inhibition, % at 25 µM, or IC50 in µM where a hit was titrated | hit rate 0.3% among 340,000; in the data active = a potency from the dose series; inconclusive = inhibition above about 29% without an active follow-up result
ER stress rescue = rescue of cells from ER stress-induced death, primary screen, 384-well, CSM14.1, thapsigargin, ATP luminescence (AID 1222) | CSM14.1 thapsigargin-induced death rescue, ATP luminescence; higher % means a stronger effect | 190,000 tested, under 10 active | cellular ATP content (survival), % at 20 µM; hits with a dose series show EC50 in µM;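 active = EC50 below 50 µM in the dose-response confirmation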;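 also: death triggered by thapsigargin at about 15 µM added after 2 h compound pretreatment; cell ATP read after overnight thapsigargin exposure of roughly 18 to 22 hours; normalized against plate controls of thapsigargin alone and 5% DMSO vehicle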
LYP phosphatase = inhibitors of LYP phosphatase, biochemical, fluorescence intensity, uHTS (AID 1779). recombinant LYP phosphatase, fluorescence intensity; higher % means a stronger effect. inhibition, % at 11.5 µM, or IC50 in µM where a hit was titrated. hit rate 0.054% among 290,000. Tyrosine-protein phosphatase non-receptor type 22 (Homo sapiens); in the data active = inhibition above about 50%;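 also: plate controls were vehicle with enzyme for no effect and no enzyme for full effect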
SV40 large T antigen = SV40 large T antigen inhibitors, biochemical (AID 1903); inhibition, % at 20 µM, or IC50 in µM where a hit was titrated; SV40 large T antigen ATPase/helicase inhibition assay; higher % means a stronger effect; hit rate 0.39% among 310,000; in the data active = a potency from the dose series; inconclusive = inhibition mostly from about 32% at the one dose, without a potency; inactive = the rest, 99 in 100 with inhibition below about 32%; also: strong numbers were not always called active
West Nile virus CPE = West Nile virus antiviral activity, cell-based, CPE readout (AID 1621); West Nile virus-infected cells, CPE inhibition; higher % means a stronger effect; one-dose CPE inhibition, % at 10 µM; IC50 in µM for titrated hits; hit rate 0.02% among 290,000; in the data active = a potency from the dose series; inconclusive = CPE inhibition mostly from about 3.7% at the one dose, without a potency; inactive = the rest, 99 in 100 with CPE inhibition below about 2.2%; also: strong numbers were not always called active
MgcRacGAP inhibition = MgcRacGAP GTPase-activating activity inhibitors, confirmation, biochemical, ADP Hunter fluorescence; Rac GTPase-activating protein 1 (Homo sapiens); MgcRacGAP-stimulated Rac1 GTP hydrolysis, ADP Hunter fluorescence; higher % means a stronger effect; GST-tagged Rac1 F28L mutant substrate; inhibition, % at 30 µM, or IC50 in µM where a hit was titrated; hit rate 0.6% among 340,000;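 active = first-screen hits whose inhibition reached a set limit at any dose in the follow-up dose series; inconclusive = inhibition above the set first-screen limit but never retested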;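 also: fluorescence reports GDP produced by GAP-driven GTP hydrolysis; strong numbers were not always called active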
GPR35 arrestin U2OS = GPR35 antagonists blocking zaprinast-driven arrestin recruitment, primary screen, imaging, U2OS, beta-arrestin-GFP, zaprinast agonist (AID 2058); U2OS GPR35 beta-arrestin-GFP translocation imaging, zaprinast antagonism; higher % means a stronger effect; inhibition, % at 10 µM, or IC50 in µM where a hit was titrated; hit rate 0.052% among 290,000;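 active = inhibition of at least 50% with at least 30 cells and total cytoplasm GFP at most 10,000,000; inconclusive = under 30 cells or total GFP of 10,000,000 plus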
RSV antiviral HEp-2 = RSV antiviral activity via CPE protection, HEp-2 cells, primary 10 µM value included (AID 2391); hit rate 0.13% among 310,000; HEp-2 cells, RSV-induced CPE inhibition; higher % means a stronger effect; CPE inhibition, % at 10 µM, or IC50 in µM where a hit was titrated; in the data active = a potency from the dose series; inconclusive = CPE inhibition mostly from about 23% at the one dose, without a potency; inactive = the rest, 99 in 100 with CPE inhibition below about 21%; also: strong numbers were not always called active
PhoP inhibition = inhibitors of PhoP regulon expression, primary screen, Salmonella Typhimurium, GFP reporter (AID 1863). hit rate 0.16% among 300,000. one-dose inhibition, % at 50 µM; IC50 in µM for titrated hits. S. Typhimurium PhoP-regulated promoter GFP reporter, 4 h; higher % means a stronger effect;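 active = inhibition over 29.93%, a cutoff 3 SD above the screen mean, later confirmed by dose response; inconclusive = inhibition over 29.93% but no dose response follow-up; inactive = inhibition at most 29.93% or unconfirmed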;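 also: 0% = low Mg2+ inducing control and 100% = high Mg2+ repressing control; strong numbers were not always called active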
* marks the source's active call; other numbers are inactive results; ? = inconclusive; . = not tested or not shown; & = joins results of further samples.

SMILES | NS5 inhibitors | ER stress rescue | LYP phosphatase | SV40 large T antigen | West Nile virus CPE | MgcRacGAP inhibition | GPR35 arrestin U2OS | RSV antiviral HEp-2 | PhoP inhibition
COc1cccc(-n2c(O)c(C=Nc3c(C)n(C)n(-c4ccccc4)c3=O)c(=O)[nH]c2=O)c1 | 0% | 0.5% | 8% | 13% | -0.2% | 3% | 4% | 2.0% | 11%
O/N=C1\CCC2CN(C3CCCCC3)CC2C1 (stereo unspecified) | -5% | -1.0% | -2% | 6% | -0.1% | -2% | 6% | -1.1% | 5%
CCOc1ccc(Br)c(C2(O)CC(C)N(C)CC2C)c1 (stereo unspecified) | -1% | . | -1% | 4% | 0.3% | -3% | 11% | 1.7% | 7%
CCOC(=O)C1(CCOc2ccccc2)CCN(C2Cc3ccccc3C2)CC1 | -1% | 0.0% | -2% | -4% | -1.8% | 2% | 7% | 4.8% | -10%
CC(C(N)=O)N1CC(c2ccccc2)CC1=O (stereo unspecified) | 0% | 0.9% | -5% | 2% | 0.0% | 9% | 7% | 7.8% | 1%
COC(=O)Cn1cc(C=C2C(=O)NC(=O)NC2=O)c2ccccc21 | 26µM* | . | -4% | 13% | 0.0% | 22% | -10% | -1.0% | -10%
CC(C)(C)P(=O)(c1ccncc1)N1CCCC1 (stereo unspecified) | -5% | -1.7% | -3% | 7% | -0.1% | 5% | -10% | 0.6% | -2%
COc1cc(C(=O)Nc2ccc(Br)cc2C(=O)c2ccccc2)cc(OC)c1OC | 7% | 0.6% | 3% | 9% | -0.2% | 13% | 6% | 0.6% | -11%
Cn1c(O)c(C=Nc2ccc(Br)cc2)c(=O)n(C)c1=O | -4% | . | -3% | -2% | -0.3% | 9% | 8% | 2.3% | 11%
CN1CCC(O)(c2ccccc2)C2CCCC21 (stereo unspecified) | -4% | -1.9% | -9% | 22% | 0.0% | 0% | 7% | -0.9% | -4%
C[C@]12CC[C@H](OS(=O)(=O)O)CC1=CC[C@@H]1[C@@H]2CC[C@]2(C)C(=O)CC[C@@H]12 | -1%&1%&-5% | . | . | 9%&22% | . | 1%&7%&5% | . | -0.2%&2.4% | -4%&1%
O=c1[nH]c(=O)n(Cc2ccc(F)cc2)c(O)c1C=NCCN1CCCCC1 | -8% | -0.7% | 0% | 5% | 0.3% | 14% | -10% | -0.8% | -12%
CCOC(=O)c1c(C=O)c2ccccc2n1Cc1ccccc1F | 5% | . | -2% | 18% | -0.9% | -9% | 18% | 3.7% | 6%
O=C(c1ccc(Cl)cc1)C1CCCN(Cc2cccc3cnccc23)C1 (stereo unspecified) | -2% | 0.4% | -4% | 14% | -0.9% | 8% | -12% | 1.0% | -11%
CC(C)n1c(=O)c(C=Nc2ccc(Br)cc2)c(O)n(Cc2ccco2)c1=O | -32% | -3.0% | 25% | 22% | -0.5% | 5% | -12% | 9.3% | 2%
CN(C)c1ccc(/C=C2\C(=O)NC(=O)N(Cc3ccc(F)cc3)C2=O)cc1 | -29% | . | 1% | 15% | -0.1% | 16% | 1% | . | .
CN(C)C(=O)Oc1ccc2c(c1)O/C(=C\c1ccccc1)C2=O | -3% | . | -5% | 3% | -0.2% | 15% | -4% | 3.7% | 8%
COC(=O)c1ccc(N2C(=O)CC(N3CCC(n4c(=O)[nH]c5ccccc54)CC3)C2=O)cc1 (stereo unspecified) | -12% | -2.0% | -6% | 4% | 0.7% | -1% | 4% | 0.8% | 4%
COCCCNC(=O)c1c(NC(=O)c2ccco2)n(Cc2ccccc2)c2nc3ccccc3nc12 | 25% | 1.5% | -12% | 20% | 0.2% | 5% | -8% | 1.7% | 1%
O=C(N/N=C/c1c(O)n(-c2ccccc2)c(=O)[nH]c1=O)c1ccncc1 | -12% | -0.4% | 1% | 4% | 0.0% | 5% | -18% | 1.6% | -2%
CCc1nn(CC(=O)N2CCC3(CC2)OCCO3)c(=O)c2cccn12 | -7% | . | -13% | 5% | -0.2% | 10% | -6% | 1.8% | -8%
CCC(CO)(C(=O)OC1CC2CCC(C1)N2C)c1ccccc1 (stereo unspecified) | -5% | . | -14% | 3% | 0.1% | -12% | 64% | 0.4% | 3%
Cc1nn(Cc2ccccc2)c(C)c1C(=O)OCC(=O)Nc1cccc(S(N)(=O)=O)c1 | -7% | 0.8% | -3% | 4% | 1.1% | 5% | 3% | 2.5% | -4%
CCN(CC)c1ccc(N=Cc2c(O)n(-c3ccc(Cl)cc3)c(=O)[nH]c2=O)cc1 | ? | -0.5% | 8% | -5% | 0.1% | 7% | 13% | 2.0% | 1%
Cn1cc(Br)c(C(=O)Nc2ccc3c(C(F)(F)F)cc(=O)oc3c2)n1 | 2% | . | -10% | 13% | -0.4% | 7% | -13% | 1.4% | -3%
c1cncc(C2CCCN2)c1 (stereo unspecified) | . | . | . | 18% | 0.1% | . | . | -0.2% | 11%
O=C(Cn1ncc2c3ccccc3n(Cc3ccccc3)c2c1=O)N1CCC2(CC1)OCCO2 | . | 0.4% | 1% | 9% | -0.3% | . | -2% | . | -14%
O=C(c1cc2cc3ccc(Cl)cc3nc2o1)N1CCC2(CC1)OCCO2 | 0% | -0.8% | -1% | 0% | -0.1% | 7% | -6% | 19% | -6%
N#CCC(=O)NN1Cc2ccccc2C1=N | 1% | 0.9% | -7% | -4% | 0.1% | 7% | -4% | 0.0% | 4%
O=C1NC(=O)N(Cc2ccco2)C(=O)/C1=C\c1cccn1CCOc1ccccc1 | -7% | . | 1% | 34% | 0.3% | 22% | 1% | . | .
S=C1NC2(CCCCC2)NC12CCCCC2 | 0% | . | 0% | -1% | -0.4% | -10% | 6% | 3.4% | -5%
Cc1ccc2c(c1)N(N=O)CCC2 | 9% | -7.2% | -8% | 9% | 1.8% | 2% | 10% | 1.4% | -11%
O=c1[nH]c2ccccc2n1C1CCN(CCCC(c2ccc(F)cc2)c2ccc(F)cc2)CC1 | -2% | 0.1% | -3% | 24%&12% | -0.8% | 9% | -11% | -3.9% | 6%&-1%
COC(=O)C1=C(c2ccccc2)C[C@@H]2CC[C@H]1N2C(=O)N1CCC(C)CC1 | -9% | . | . | 19% | 0.3% | 3% | . | 6.6% | -1%
NC(=O)c1cc(N2CC2)c([N+](=O)[O-])cc1[N+](=O)[O-] | -2% | . | . | 18% | -0.6% | 0% | . | -1.7% | 6%
C=CCN1CC[C@]23c4c5ccc(O)c4O[C@H]2C(=O)CC[C@@]3(O)[C@H]1C5 | -11%&1% | -0.7% | -10% | 15%&13% | 0.0% | 3%&-3% | 6% | 0.9%&0.9% | -1%&-3%
C1CCC2S[C@H]3CCCCC3NC2C1 (stereo partly specified) | -2% | . | -6% | 1% | 0.2% | 4% | -5% | 0.3% | -1%
CC(=O)c1cccc(OCC(O)CN2CC=C(c3ccccc3)CC2)c1 (stereo unspecified) | -8% | -2.1% | -6% | 9% | -0.4% | ? | -1% | -0.1% | 11%
CC1CN(CC(=O)c2ccccc2Cl)CC(C)O1 (stereo unspecified) | -10% | . | -1% | -17% | -0.3% | 9% | 2% | 4.0% | -1%
CCOC(=O)C(O)(c1ccc(N(CC)C(=O)COc2ccccc2)cc1)C(F)(F)F (stereo unspecified) | -6% | -1.7% | -1% | 19% | -0.5% | 5% | 9% | -0.1% | 1%
NC1CCCCC1N=Cc1c(O)n(Cc2ccc(F)cc2)c(=O)[nH]c1=O (stereo unspecified) | -4% | -1.3% | -1% | -1% | 0.1% | 12% | -3% | 2.0% | -2%
CC1C2Cn3c(nc4ccccc43)C1N(C)O2 (stereo unspecified) | 3% | . | -6% | 19% | -0.6% | 13% | 13% | -0.4% | -7%
CC1=[N+]([O-])C2(N)CCc3nonc3C2(O)C1 (stereo unspecified) | -7% | -0.3% | -8% | 11% | 0.6% | 10% | 1% | 0.9% | -11%
COc1ccc(/C=N\N=C(N)N)cc1 | -1% | -2.8% | 0% | 25% | -0.7% | 5% | -3% | 0.2% | -6%
CCC(C)NC(=O)CN1C(=O)CN=C(c2ccccc2)c2ccccc21 (stereo unspecified) | 9% | -8.4% | -5% | 13% | -0.4% | 10% | 5% | 1.9% | -7%
CNc1cc(N2CCNCC2)ccc1[N+](=O)[O-] | -12% | 3.3% | 8% | 3% | 0.5% | 7% | 5% | 3.2% | -6%
O=C(c1ccc2c(=O)n(Cc3ccc4c(c3)OCO4)c(=S)[nH]c2c1)N1CCC2(CC1)OCCO2 | 1% | -2.9% | -4% | 2% | -0.3% | 5% | 8% | 0.0% | -11%
COc1cccc(CNC2CN3CCC2CC3)c1OC (stereo unspecified) | -1% | -0.1% | 0% | 3% | -0.1% | 4% | 12% | 0.8% | -3%
N#Cc1ccccc1Cn1cc(C(=O)c2ccco2)c2ccccc21 | 1% | -1.8% | -1% | 9% | ? | 5% | 8% | 1.0% | 2%
O=C1NC(=O)C(=Cc2ccc(-c3ccc(S(=O)(=O)N4CCOCC4)cc3)o2)C(=O)N1 | ? | . | -5% | 28% | -0.3% | 21% | -5% | 2.8% | 1%

(listing goes on)
SMILES | NS5 inhibitors | ER stress rescue | LYP phosphatase | SV40 large T antigen | West Nile virus CPE | MgcRacGAP inhibition | GPR35 arrestin U2OS | RSV antiviral HEp-2 | PhoP inhibition
CCCC1(CCC)C(=O)NC(=Nc2ccccc2)NC1=O | -1% | -2.4% | -8% | 8% | -0.1% | -2% | -10% | 0.1% | -6%
COc1ccc(CCNC(C)CCc2ccc(OC)cc2)cc1 (stereo unspecified) | -5% | -1.6% | -6% | -1% | -0.2% | -2% | 3% | -2.6% | 12%
O=C1/C(=C\c2ccc(Cl)cc2Cl)N2CCC1CC2 | . | . | -1% | 6% | 1.3% | . | -4% | -1.1% | -1%
Cc1ccc2nc3c(cc2c1)CC1(C(=O)N(C)C(=O)N(C)C1=O)C1COCCN31 (stereo unspecified) | -7% | -3.7% | -8% | 7% | -0.4% | 8% | 7% | 2.3% | 0%
O=c1[nH]c(O)c(N=Nc2ccc(S(=O)(=O)N3CCOCC3)cc2)c(=O)[nH]1 | 2% | 0.9% | -8% | -6% | 1.6% | 7% | -12% | 3.3% | 8%
Cn1c(O)c(C=Nc2ccccc2Sc2ccccc2)c(=O)n(C)c1=O | -6% | -3.9% | -4% | 8% | -0.3% | 9% | -14% | 2.5% | 7%

Assay outcomes: PubChem BioAssay, several laboratories

Not all compounds are listed. The share of hits here may be higher or lower than overall.
